Screening results deposited in PubChem BioAssay by Broad Institute.
FN deposition inh: fibronectin deposition inhibition; AH1F fibroblasts, Alexa488-fibronectin deposition fluorescence, overnight; 350,000 compounds, 0.086% hits; inhibition, % at 12.6 µM;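 active means mean inhibition across replicates of 30% or more, regardless of how many single replicates reach that level; inconclusive means mean under 30% yet at least half of replicates reach 30%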;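 further: positive control wells lacked labelled fibronectin entirely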
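Assay system: AH1F fibroblast monolayer, labelled fibronectin deposition. Amount: 10000 cells per well. Also added: labelled fibronectin 24 nM. Compound: single-point pinned compound. Incubation: cell attachment 1 h, compound and FN exposure overnight. Detection: fluorescence after three HBSS washes, excitation 485 nm, emission 525 nm. Read-out: inhibition of fibronectin deposition signal.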
CASP6 VEID inh: caspase-6 (human) enzyme inhibition; P55212; inhibition, % at 12.5 µM; AID 686996; purified caspase-6, Z-VEID-R110 cleavage fluorescence; 350,000 compounds, 0.53% hits;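 active means mean inhibition across replicates at least about 35%, with every replicate also reaching that limit, limit read from the data; inconclusive means only one of the two criteria met; inactive means neither criterion met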;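 further: 0% = median of neutral control wells and 100% = no fluorescence left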
Target sequence (P55212 24-179 limits assumed): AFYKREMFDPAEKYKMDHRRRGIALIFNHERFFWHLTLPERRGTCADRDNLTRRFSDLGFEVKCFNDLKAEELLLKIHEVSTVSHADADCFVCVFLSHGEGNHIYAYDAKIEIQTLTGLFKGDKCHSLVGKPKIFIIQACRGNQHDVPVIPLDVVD
Target sequence (P55212 194-293 limits assumed): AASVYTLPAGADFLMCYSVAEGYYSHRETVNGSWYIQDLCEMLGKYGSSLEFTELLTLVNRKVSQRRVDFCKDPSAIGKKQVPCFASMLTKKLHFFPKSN
Statin myotox sup: protects C2C12 myotubes from simvastatin toxicity; rescue of ATP level, % at 7.49 µM; ATP luminescence, 48 h; scaled: DMSO 0, geranylgeraniol control 100; 330,000 compounds, 0.78% hits;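 active means mean ATP rescue above about 67%, or every replicate alone reaching that limit, limit read from the data, passing the limit was not always enough; inconclusive means no clear call, values can overlap the other calls; inactive means mean under the limit and some replicate under it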;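 further: myotubes were challenged with 10 µM simvastatin during compound exposure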
S100A4 inh HTS: inhibitors of human S100A4 binding to myosin IIA peptide. S100A4/TAMRA-MyoIIA peptide fluorescence polarization. inhibition, % at 10.7 µM. 360,000 compounds, 0.14% hits. AID 652163;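 active means mean inhibition of at least 70% across replicates, with every replicate also reaching that level; inconclusive means mean inhibition reaches 70% but some replicates fall short; inactive means mean inhibition below 70%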
Target sequence (P26447 whole entry, looked up): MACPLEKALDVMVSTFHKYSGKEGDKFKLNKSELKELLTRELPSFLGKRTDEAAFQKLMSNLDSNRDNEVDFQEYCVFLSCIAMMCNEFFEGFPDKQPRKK
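Material: human S100A4 monomer with TAMRA-labelled myosin IIA peptide; buffer or medium: HEPES pH 7.2 with CaCl2, KCl, NaCl, DTT, Triton; compound dosing: one concentration per compound; schedule: 5 min incubation before reading; benchmarks: neutral control DMSO, positive control TFP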
esBAF inh: SWI/SNF esBAF complex inhibition; mouse ES cells, Bmi1-luciferase knock-in reporter, 24 h; 100% = twice the neutral-well signal; reporter increase, % at 12.5 µM; 350,000 compounds, 2% hits; AID 602393; in the data active means activation above about 40%; inconclusive means no clear call, values can overlap the other calls;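 further: 0% = median of the plate's neutral control wells and 100% = double that signal; a rise in the Bmi1 reporter signal indicates esBAF inhibition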
SIRT5 inh: sirtuin-5 (human) deacylase inhibition | Purified SirT5, succinyl-peptide AMC, trypsin-coupled fluorescence | AID 652115 | inhibition, % at 15 µM | 330,000 compounds, 1.1% hits | Q9NXA8; in the data active means inhibition above about 15%; inconclusive means no clear call, values can overlap the other calls
Target sequence (Q9NXA8 whole entry, looked up): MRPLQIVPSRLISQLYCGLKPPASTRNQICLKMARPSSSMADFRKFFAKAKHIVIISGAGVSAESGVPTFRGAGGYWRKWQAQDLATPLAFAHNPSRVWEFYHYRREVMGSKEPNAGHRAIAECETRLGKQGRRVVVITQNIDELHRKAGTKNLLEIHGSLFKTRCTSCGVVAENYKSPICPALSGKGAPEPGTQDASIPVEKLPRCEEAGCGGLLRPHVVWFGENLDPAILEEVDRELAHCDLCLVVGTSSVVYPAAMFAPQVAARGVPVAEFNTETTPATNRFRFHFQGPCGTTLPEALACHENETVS
LGR2 antag: inhibitors of bursicon-induced Drosophila LGR2 receptor cAMP signaling; inhibition, % at 9.99 µM; 380,000 compounds, 0.35% hits; AID 720647; HEK293 LGR2, CRE-luciferase, bursicon-stimulated, 4 h;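 active means drop in luminescence signal, shown as inhibition above about 50% in the replicate tests, limit read from the data, passing the limit was not always enough; inconclusive means probably only some replicates passing the limit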;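 further: agonist challenge used bursicon conditioned medium at about half maximal strength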
* = called active by the depositor; u = inconclusive; x = no result given. This is a subset; count on the stated rates, not on these rows.

SMILES	FN deposition inh	CASP6 VEID inh	Statin myotox sup	S100A4 inh HTS	esBAF inh	SIRT5 inh	LGR2 antag
CC(C)(C)NC(=S)N1CCC(C(=O)c2ccc(F)cc2)CC1	-10	-9	4	-4	-5	-2	-8
O=C1Nc2ccccc2CCc2ccccc21	4	0	6	-2	5	-2	10
C/C=C/c1ccc([C@H]2[C@@H](CNC(=O)CC3CC3)N(C(=O)CC)[C@H]2CO)cc1	-5	-1	10	-5	0	-1	4
O=C(C[C@@H]1C[C@H]2c3cc(NC(=O)c4ccc5c(c4)OCO5)ccc3O[C@H]2[C@H](CO)O1)NC1CCCCC1	x	0	2	1	-10	1	-1
CSc1nsc(N/N=C/c2ccccc2)c1C#N	-17	0	x	22	x	4	-28
O=C(O)COc1ccccc1/C=N/Nc1ccc(S(=O)(=O)Nc2ccc(Cl)cc2)cc1[N+](=O)[O-]	5	24	x	-25	x	7	9
C/C(=N/NC(=O)CN1CCN(S(=O)(=O)c2ccc(C)cc2)CC1)c1ccco1	10	2	3	3	-2	-2	3
O=C(C[C@@H]1C=C[C@@H](NS(=O)(=O)c2ccc(F)cc2)[C@H](CO)O1)NCCc1ccncc1	x	2	2	-1	-4	0	5
COc1cc(NC(=O)C2CCC(CNS(=O)(=O)c3csc(C(N)=O)c3)CC2)cc(OC)c1 (stereo not given)	-10	6	3	3	1	2	-16
Cc1cc(C)c2c(CC(=O)NCCc3ccccc3)coc2c1	x	-5	6	-6	1	2	-11
COc1ccc(NC(=O)C2(C)CCN2Cc2ccc(SC)cc2)cc1OC (stereo not given)	-3	0	-10	7	-3	-1	-5
COc1ccccc1N1CCN(C2CCCN(C(=O)c3snnc3C)C2)CC1 (stereo not given)	-16	2	39	-1	-5	-2	4
COc1ccc(CCN(Cc2ccccn2)C(=S)Nc2ccccc2C)cc1OC	-4	x	x	0	x	-1	-1
Cc1ccc(S(=O)(=O)Oc2ccccc2/C=N/NC(N)=S)cc1	4	x	-110	x	-1	x	x
CC1CCCN(CCCOc2ccc(Br)cc2Cl)C1 (stereo not given)	1	-1	x	0	x	-3	-55
Nc1ccc(S(=O)(=O)Nc2nc(-c3ccccc3)cc(-c3ccccc3O)n2)cc1	x	0	x	-1	x	0	-14
C[C@@H]1CN([C@H](C)CO)C(=O)Cc2cc(NS(=O)(=O)c3ccc(Cl)cc3)ccc2O[C@@H]1CN(C)C(=O)Nc1ccc2c(c1)OCO2	x	x	40	x	2	x	-4
O=C(c1cc(-c2ccccc2)on1)N1CCCc2ccccc21	3	4	0	1	27	-3	-17
C=CCn1c(SCC(=O)N(C)C2CCCCC2)nnc1C1CC1	-4	-2	0	-3	-1	3	11
CCNC(=O)C[C@H]1CC[C@@H](NC(=O)C2CC2)[C@H](CO)O1	-3	2	-10	8	-3	5	-8
CCCc1cc(C(=O)Nc2cccc(Cl)c2C)no1	-3	2	-5	2	58*	-1	-74
Cc1ccc(NS(=O)(=O)c2ccc(C(=O)NC3CCN(Cc4ccccc4)CC3)cc2)cc1	15	-6	-6	-3	-7	-2	7
C[C@@H]1CN([C@@H](C)CO)C(=O)c2cccc(NC(=O)Nc3ccc(C(F)(F)F)cc3)c2O[C@H]1CN(C)Cc1ccc(C(F)(F)F)cc1	x	0	13	-2	-1	9	5
CCOC(=O)C1=C(c2ccccc2)Nc2c(c(=O)n(C)c(=O)n2C)C1c1ccc(O)c(OC)c1 (stereo not given)	-2	x	3	x	6	x	x
CCn1nnc(NC(=O)c2ccc(-c3ccccc3[N+](=O)[O-])o2)n1	x	1	-4	-5	30	-1	-31
COc1ccc(S(=O)(=O)N(C)C[C@H]2OCCCC[C@@H](C)Oc3ccc(NS(=O)(=O)c4c(C)noc4C)cc3C(=O)N([C@@H](C)CO)C[C@@H]2C)cc1	-15	1	x	1	1	4	7
CN1CCN(c2ccc(NC(=O)c3ccc(Oc4ccccc4)cc3)cc2)CC1	1	-60	0	2	1	-3	1
Cc1ccc(NC(=S)Nc2ncccc2C)c(C)c1	-4	x	31	x	37	x	x
CCOCCCNS(=O)(=O)c1ccc(Br)cc1	5	x	4	x	0	x	x
COCCNC(=O)[C@@]1(C)C=C[C@@H](Cc2ccccc2)N1C(=O)c1ccccc1	8	0	8	-1	14	0	-29
Cc1ccc(Cc2c(-c3ccco3)nc3c(C)cc(Br)cn23)cc1	5	23	47	-8	30	0	5
Cc1cccc(/C(N)=N/OC(=O)c2ccc(Cl)cc2Cl)c1	-2	-1	x	-3	x	-2	u
CC1CN(C)C(C)C/C1=N/Oc1ccccc1[N+](=O)[O-] (stereo not given)	1	17	-6	0	5	-2	x
CN(C)/C=C/C(=O)c1ccc(OCCN(C)c2ccccn2)cc1	5	-4	0	21	4	-5	-12
COC(=O)c1nccc2c1[nH]c1ccccc12	x	4	12	-3	17	x	6
C[C@H](O)C#Cc1cnc2c(c1)C(=O)N([C@@H](C)CO)C[C@H](C)[C@H](CN(C)C(=O)CN(C)C)O2	-5	1	x	-2	-3	-6	-11
O=C(OCc1c(-c2ccccc2)ncc2ccccc12)N1CCOCC1	3	0	0	u	57*	x	27
CN1C(=O)c2cc(NC(=O)c3cccs3)ccc2OC[C@@H]2O[C@@H](CC(=O)NCC(F)(F)F)CC[C@H]21	-8	1	11	8	3	-1	4
CC(C)NC(=O)N(C)C[C@H]1Oc2ccc(NC(=O)Nc3cccc4ccccc34)cc2C(=O)N([C@@H](C)CO)C[C@@H]1C	x	0	-5	8	-2	1	-18
COc1ccc(C)cc1NC(=O)C(c1ccccc1)N1CCN(CC(=O)NC2CC2)CC1 (stereo not given)	-2	0	13	0	-1	6	8
Cc1cnc(NC(=O)C(C)N2C(=O)C3CC=CCC3C2=O)s1 (stereo not given)	-2	x	-1	x	-13	x	x
CCOC(=O)C1=C(Nc2ccc(Cl)cc2)OCC1=O	-8	-2	-3	-1	1	0	6
Cc1occc1C(=O)N/N=C/C(Br)=C/c1ccccc1	7	0	-7	6	32	0	-27
O=C(CCCc1nc2ccccc2s1)N1CCN(c2ccccc2F)CC1	0	1	0	-1	10	-3	x
Cc1cc(C(=O)COC(=O)COc2ccccc2C#N)c(C)n1CC1CCCO1 (stereo not given)	-4	-2	-3	-2	-1	-1	-7
Cc1c(Cl)ccc2c(C(=O)NCCN3CCCCC3)cc(-c3ccccn3)nc12	-1	-4	x	-3	x	0	-7
Cc1csc2ncc(C(=O)NC(C)c3ccccc3)c(=O)n12 (stereo not given)	0	-1	16	5	13	-8	-1
N=C(N)SCc1ncccc1O	-2	43*	5	7	-1	6	1
O=C1c2ccccc2C2=Nc3ccccc3SC(c3ccccc3F)C12 (stereo not given)	8	x	-13	x	1	x	x
C[C@@H]1CN([C@@H](C)CO)C(=O)c2cc(NC(=O)C3CCCCC3)ccc2O[C@@H]1CN(C)C(=O)Nc1ccccc1	x	2	19	-2	-6	-1	7

Remaining list, next part.
SMILES	FN deposition inh	CASP6 VEID inh	Statin myotox sup	S100A4 inh HTS	esBAF inh	SIRT5 inh	LGR2 antag
C[C@@H]1CCCCO[C@@H](CN(C)C(=O)CCCN(C)C)[C@@H](C)CN([C@@H](C)CO)C(=O)c2cc(NC(=O)c3ccccc3)ccc2O1	x	0	19	7	-3	-3	-26
CCOc1ccccc1CN1CCCC(C(=O)Nc2cccc(-n3cccn3)c2)C1 (stereo not given)	-16	-2	5	-3	-4	-3	10
CCN(CC)C(=O)CN1C(=O)COCC1=O	x	1	-12	17	-4	-1	-3
CC(c1ccccc1)N1C(=O)NC(NC(=O)c2cccnc2)(C(F)(F)F)C1=O (stereo not given)	6	x	5	x	3	x	x
CCOC(=O)c1cc(-c2ccccc2)nn1-c1ccccn1	10	x	-2	x	12	x	x
N#C[C@H]1[C@H](c2ccc(C#CC3CCCCC3)cc2)[C@H](CO)N1C(=O)Cc1ccccn1	-4	-2	17	-6	8	-3	-6
CCOC(=O)CSc1nc2sc3c(c2c(=O)[nH]1)CCCC3	-4	-6	43	4	-5	-4	-11
CN(C)CCCNc1cn[nH]c(=O)c1Cl	x	-9	7	-11	-19	-2	5
CCc1nn(CC(=O)NCCCN2CCN(CC)CC2)c(=O)c2cc3occc3n12	-5	-41	32	-3	-5	2	25
CCOC(=O)c1cccc(NC(=O)c2ccc(N(C)C)cc2)c1	6	-2	x	5	x	1	-15
CCn1c(CNS(=O)(=O)c2ccc(Br)cc2)nnc1SC	1	10	-4	-6	1	1	-1
CCOc1ccc(Cl)cc1-c1cc(C(=O)NCc2cccc(C(F)(F)F)c2)[nH]n1	8	-1	-37	-1	3	-3	7
C[C@@H]1CN([C@H](C)CO)C(=O)Cc2cc(NC(=O)c3ccncc3)ccc2O[C@H]1CN(C)C(=O)Nc1ccc2c(c1)OCO2	x	0	-13	-2	-4	-1	14
Cn1cnnc1Sc1cc(N2CCN(S(=O)(=O)c3ccc4ccccc4c3)CC2)ccc1[N+](=O)[O-]	x	x	21	x	3	x	-8
Cc1ccccc1NC(=O)c1snc2c(=O)[nH]cnc12	-6	x	x	19	x	-2	40
CC(C)N(C(=O)CN(C#N)c1nc(N(C)C)nc(N(C)C)n1)c1ccccc1	x	-3	-22	-2	-2	11	-6
C[C@@H]1CN([C@@H](C)CO)C(=O)c2cc(NC(=O)CCN3CCOCC3)ccc2O[C@H]1CN(C)C(=O)Nc1ccccc1	x	4	-2	3	-5	4	20
COc1ccc(-n2ncc3c(N4CCN(c5cc(C)ccc5C)CC4)ncnc32)cc1	-3	-1	-10	-2	-2	x	9
Cc1ccc(CCNC(=O)CN2C(=O)CSc3ccc(S(=O)(=O)N4CCOCC4)cc32)cc1	7	2	14	5	2	x	-22
CCCN1C[C@H](C)[C@H](OC)CN(C)C(=O)c2cc(NS(=O)(=O)CC)ccc2OC[C@H]1C	-5	-2	-7	4	2	0	22

Among those listed so far, three have a thiophene ring, fused or not.
SMILES	FN deposition inh	CASP6 VEID inh	Statin myotox sup	S100A4 inh HTS	esBAF inh	SIRT5 inh	LGR2 antag
COc1cc(NC(=O)C2CCC(CNS(=O)(=O)c3csc(C(N)=O)c3)CC2)cc(OC)c1 (stereo not given)	-10	6	3	3	1	2	-16
CN1C(=O)c2cc(NC(=O)c3cccs3)ccc2OC[C@@H]2O[C@@H](CC(=O)NCC(F)(F)F)CC[C@H]21	-8	1	11	8	3	-1	4
CCOC(=O)CSc1nc2sc3c(c2c(=O)[nH]1)CCCC3	-4	-6	43	4	-5	-4	-11

(list continues)
SMILES	FN deposition inh	CASP6 VEID inh	Statin myotox sup	S100A4 inh HTS	esBAF inh	SIRT5 inh	LGR2 antag
CCOC(=O)N1CCN(C2=C(NS(=O)(=O)c3ccccc3)C(=O)c3ccccc3C2=O)CC1	-6	6	5	-1	-4	-5	12
O=C(NCCC1CCCCN1S(=O)(=O)c1ccc(F)cc1)C(=O)NCCN1CCOCC1 (stereo not given)	-1	-2	-4	4	2	-7	24
O=C1N/C(=C/c2cccs2)C(=O)N1Cc1ccccc1F	-7	0	x	-9	x	0	-8
COc1ccc(NC(=O)COC(=O)c2ccc3c(c2)OCCO3)cc1OC	-1	1	0	6	-6	-6	9
COc1ccc(C)cc1NC(=O)ON=C1CCCCC1	-2	-3	x	-12	x	-1	-8
CCCc1cc(=O)[nH]c(SCC(=O)Nc2nc(-c3ccccc3)cs2)n1	-3	7	x	-4	x	-2	6
CC(C)CCSc1nc(N)c(C#N)cc1C#N	4	x	23	x	2	x	2
COc1ccc(N(C(=O)c2cccnc2)S(=O)(=O)c2ccc(F)cc2)cc1	4	-1	-1	33	9	x	1
O=C(c1cccc(S(=O)(=O)N2CCN(c3ccc(F)cc3)CC2)c1)N1CCCC1	-2	0	-5	-5	-6	-9	x
CC(C)c1ccc(Nc2nc(Cl)nc(Cl)n2)cc1	-1	2	11	-2	-14	-3	3
